Exocytosis inh – blocks lytic granule exocytosis. TALL-104 LAMP-1 surface exposure, flow cytometry; cells stimulated with thapsigargin and PMA. hit rate 0.66% among 360,000. AID 651702. inhibition, % at 10 µM;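 active = inhibition above about 55%, limit read from the data; inconclusive = no clear call, values can overlap the other calls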
Glyco luc inh – blocks N-linked glycosylation in D54 reporter cells; D54 ERlucT glycosylation luciferase reporter, 24 h; percent of 100 nM tunicamycin response; AID 588692; hit rate 0.23% among 360,000; reporter increase, % at 12.5 µM;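 active = mean luciferase reporter signal, scaled so untreated is 0 and the glycosylation-blocking control 100, at or above a set limit in every replicate; inconclusive = mean reaches the limit but not every replicate does; inactive = mean below the limit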;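 note: luciferase carries N-glycosylation sites so blocking glycosylation raises the light; 0% = median of neutral control wells and 100% = median of 100 nM tunicamycin wells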
m5-HT2A agonist – mouse HTR2A agonism via beta-arrestin recruitment. CHO-K1 mHTR2A beta-arrestin complementation, luminescence; percent of 30 µM serotonin response. activation, % at 7.6 µM. hit rate 0.66% among 360,000;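 active = activation above a run cutoff, the mean activation of all tested compounds plus 3 SD, cut at about 14% in these data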;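 note: 0% = plate median of compound wells and 100% = 30 µM serotonin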
Cardio protect – myocardial damage modulation in H9c2 cells | protection from H2O2 cell death, % at 20 µM | H9c2 cardiomyocytes, H2O2 injury protection, ATPLite, 2 h | hit rate 0.63% among 360,000;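 active = compounds giving at least 50% protection of heart cells from peroxide-induced death in the single-dose screen, raw or plate-pattern-corrected value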;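 note: 0% = DMSO wells with peroxide and 100% = DMSO wells without peroxide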
ABHD5 PLIN5 PPI – inhibitors of human ABHD5-perilipin-5 interaction; Split G. princeps luciferase complementation, luminescence, 4 h; inhibition, % at 4 µM; hit rate 0.78% among 360,000;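 active = inhibition above the mean inhibition across every tested compound plus 3 SD, cut at about 22% in these data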;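 note: 0% = DMSO only wells and the 100% control is not disclosed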
Target sequence (Q00G26 whole entry, looked up): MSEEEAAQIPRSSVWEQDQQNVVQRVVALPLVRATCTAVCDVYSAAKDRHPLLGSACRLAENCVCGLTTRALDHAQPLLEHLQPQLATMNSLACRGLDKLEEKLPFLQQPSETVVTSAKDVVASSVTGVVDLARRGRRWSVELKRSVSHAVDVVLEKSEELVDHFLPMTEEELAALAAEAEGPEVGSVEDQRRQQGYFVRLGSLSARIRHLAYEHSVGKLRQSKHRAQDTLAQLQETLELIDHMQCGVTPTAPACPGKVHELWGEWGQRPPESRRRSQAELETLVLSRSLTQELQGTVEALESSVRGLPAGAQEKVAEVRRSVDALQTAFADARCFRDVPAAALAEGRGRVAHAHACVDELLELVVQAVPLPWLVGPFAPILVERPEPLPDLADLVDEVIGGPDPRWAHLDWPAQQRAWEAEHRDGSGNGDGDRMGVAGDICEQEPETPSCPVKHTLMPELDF
Target sequence (Q8WTS1 whole entry, looked up): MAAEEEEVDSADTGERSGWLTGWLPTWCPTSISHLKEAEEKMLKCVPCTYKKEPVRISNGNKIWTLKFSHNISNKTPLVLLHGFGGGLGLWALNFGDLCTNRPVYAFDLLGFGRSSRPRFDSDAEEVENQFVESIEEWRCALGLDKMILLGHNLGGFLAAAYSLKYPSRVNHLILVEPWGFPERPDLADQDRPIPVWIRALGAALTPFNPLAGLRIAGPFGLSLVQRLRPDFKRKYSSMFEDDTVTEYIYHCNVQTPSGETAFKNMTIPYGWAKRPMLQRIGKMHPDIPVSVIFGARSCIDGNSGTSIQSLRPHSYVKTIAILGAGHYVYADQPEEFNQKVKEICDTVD
ABCB6 inh 2 – inhibitors of human ABC transporter ABCB6. AID 602162. fluorescence ratio to DMSO, % at 10 µM. K562-ABCB6 porphyrin accumulation, flow cytometry, 1 h; stronger effect = lower value. hit rate 0.19% among 360,000;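 active = fluorescence ratio to DMSO below 75%, the collection mean minus 3 SD; inconclusive = too few cells collected in the well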;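 note: signal is porphyrin accumulated inside mitochondria; 100% equals median channel fluorescence of DMSO control wells; lower ratio means ABCB6 inhibition with less porphyrin fluorescence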
aDG glyco up – increases alpha dystroglycan glycosylation; Pro5-aDG cells, alpha-DG glycosylation AlphaScreen (IIH6); 0% Pro5, 100% B10-LARGE cell signal; activation, % at 10 µM; hit rate 0.22% among 360,000;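 active = activation of at least 8% versus controls, or a plate z-score of at least 8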;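 note: Pro5 are CHO cells carrying HIG-tagged alpha-DG that lacks glycosylation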
hiPSC survival – increases survival of single human iPS cells. hit rate 0.044% among 360,000. survival enhancement, % at 20 µM. AID 602274. hiPSC single-cell survival, ATPlite luminescence; 100% = ROCK inhibitor wells, 0% = DMSO; in the data active = survival enhancement above about 18%;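 note: cells exposed to compounds for 16 hours before the ATP read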
MC4R ag barr – agonists of human melanocortin 4 receptor (MC4R) beta-arrestin; P32245; U2OS MC4R beta-arrestin complementation, luminescence; percent of melanotan II response, DMSO zero; activation, % at 8.9 µM; hit rate 0.98% among 360,000; AID 540308;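 active = activation above a per-plate cutoff, the mean activation of sample wells on that plate plus 3 SD, cut at about 8% in these data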
MC4R antagonist – antagonists of human melanocortin 4 receptor (MC4R). MC4R-expressing cells, MTII-stimulated cAMP, LANCE TR-FRET. AID 540295. hit rate 0.48% among 360,000. inhibition, % at 6.5 µM. P32245;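 active = inhibition above its plate's cutoff, the mean of tested wells on that plate plus 3 SD, cut at about 29% in these data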;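 note: 0% = Melanotan II alone and 100% = Melanotan II plus saturating MCL0020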
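Test system: U2OS cells stably expressing human melanocortin 4 receptor (MC4R); also added: Melanotan II challenge; compound: 6.5 µM single dose; timing: 30-min compound preincubation, 1-h Melanotan II challenge, 1-h detection, room temperature; signal: Eu-cAMP/anti-cAMP TR-FRET, emission 671 nm; repeats: one well per compound, no replicates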
* = called active by the depositor.

How did CC12C(=O)N(Cc3ccco3)C(=O)C1C1c3ccccc3C2c2ccccc21 (stereo not drawn) do in these assays?
Exocytosis inh: 20.5; Glyco luc inh: -2.3; m5-HT2A agonist: 0.9; Cardio protect: -5.4; ABHD5 PLIN5 PPI: -1.5; ABCB6 inh 2: 98.0; aDG glyco up: -0.2; hiPSC survival: -1.7; MC4R ag barr: -1.0; MC4R antagonist: -1.6

Results for CCOC1=C2CN(S(=O)(=O)c3ccc(C)cc3)[C@H](c3ccccc3)C[C@H]2n2c(=O)n(-c3ccccc3)c(=O)n2C1 ?
Exocytosis inh: -3.7; Glyco luc inh: -0.3; m5-HT2A agonist: 2.7; Cardio protect: 4.1; ABHD5 PLIN5 PPI: 5.8; ABCB6 inh 2: 98.0; aDG glyco up: -0.4; hiPSC survival: 0.6

How did CCOC(=O)c1c(NC(=O)c2c(C(=O)O)cccc2[N+](=O)[O-])sc2c1CCCC2 do in these assays?
Exocytosis inh: -6.0; Glyco luc inh: 1.4; m5-HT2A agonist: 5.7; Cardio protect: 0.6; ABHD5 PLIN5 PPI: -2.2; ABCB6 inh 2: 94.0; aDG glyco up: 0.1; hiPSC survival: -0.8; MC4R ag barr: 0.1; MC4R antagonist: 26.5

How did Cc1oc(-c2ccc(Cl)cc2)nc1CN1CCC(C(=O)NCc2cccs2)CC1 do in these assays?
Exocytosis inh: 4.4; Glyco luc inh: -2.1; m5-HT2A agonist: 7.0; Cardio protect: -4.9; ABHD5 PLIN5 PPI: 9.5; ABCB6 inh 2: 95.0; aDG glyco up: 0.3; hiPSC survival: -0.8; MC4R ag barr: -0.8; MC4R antagonist: 7.5

How did CC(=O)Nc1ccc(NC(=O)CCn2c(=O)oc3ccccc32)cc1 do in these assays?
Exocytosis inh: inconclusive; Glyco luc inh: 0.1; m5-HT2A agonist: 0.3; Cardio protect: -0.8; ABHD5 PLIN5 PPI: 0.2; ABCB6 inh 2: 98.0; aDG glyco up: 0.0; hiPSC survival: -0.6; MC4R ag barr: 0.0; MC4R antagonist: -1.8

How did Cc1ccc2ccc(C)[n+](CCCS(=O)(=O)[O-])c2c1 do in these assays?
Exocytosis inh: -1.1; Glyco luc inh: 4.1; m5-HT2A agonist: -0.9; Cardio protect: 3.1; ABHD5 PLIN5 PPI: -0.5; ABCB6 inh 2: 96.0; aDG glyco up: 0.3; hiPSC survival: 3.5; MC4R ag barr: -0.9; MC4R antagonist: -2.0

What do the screens show for `COc1ccc(COCC(O)CN2CCC(C(N)=O)CC2)cc1` (stereo not drawn)?
Exocytosis inh: -0.8; Glyco luc inh: -0.2; m5-HT2A agonist: 8.1; Cardio protect: 0.2; ABHD5 PLIN5 PPI: 0.8; ABCB6 inh 2: 95.0; aDG glyco up: -0.2; hiPSC survival: 0.6; MC4R ag barr: 1.9; MC4R antagonist: 2.7

How did O=C(NCCCCCNC(=O)c1ccco1)c1ccco1 do in these assays?
Exocytosis inh: -2.2; Glyco luc inh: 2.7; m5-HT2A agonist: -1.6; Cardio protect: -5.8; ABHD5 PLIN5 PPI: -3.9; ABCB6 inh 2: 98.0; aDG glyco up: -0.2; hiPSC survival: -6.2; MC4R ag barr: -1.9; MC4R antagonist: -3.0

Results for CCn1c(SCC(=O)N(C)C)nc2cc(S(=O)(=O)N3CCCCC3)ccc21 ?
Exocytosis inh: 1.6; Glyco luc inh: 0.6; m5-HT2A agonist: 4.0; Cardio protect: 0.9; ABHD5 PLIN5 PPI: -5.7; ABCB6 inh 2: 98.0; aDG glyco up: 0.0; hiPSC survival: 0.4; MC4R ag barr: -0.6; MC4R antagonist: -7.2

Results for Cn1cc(C(=O)N2CCN(C(=O)c3ccco3)CC2)c2c3ccccc3n(C)c2c1=O ?
Exocytosis inh: 1.1; Glyco luc inh: 0.1; m5-HT2A agonist: 5.2; Cardio protect: 11.7; ABHD5 PLIN5 PPI: 4.6; ABCB6 inh 2: 102.0; aDG glyco up: 0.1; hiPSC survival: -1.1; MC4R ag barr: -1.1; MC4R antagonist: 6.7

What do the screens show for `CCC(CO)NCc1ccccc1OC(C)C` (stereo not drawn)?
Exocytosis inh: -3.2; Glyco luc inh: 0.3; m5-HT2A agonist: 1.4; Cardio protect: 11.2; ABHD5 PLIN5 PPI: -3.2; ABCB6 inh 2: 95.0; aDG glyco up: 0.0; hiPSC survival: 1.7; MC4R ag barr: -1.8; MC4R antagonist: 0.4

What do the screens show for `Cc1ccc(C(=O)NCCc2ccccc2)cc1N1CCCC1=O`?
Exocytosis inh: -0.5; Glyco luc inh: 1.6; m5-HT2A agonist: 2.8; Cardio protect: -1.4; ABHD5 PLIN5 PPI: -0.7; ABCB6 inh 2: 101.0; aDG glyco up: 0.0; hiPSC survival: -0.5; MC4R ag barr: -2.6; MC4R antagonist: 3.1

What do the screens show for `CCOC(=O)COc1ccccc1-c1ccno1`?
Exocytosis inh: -0.4; Glyco luc inh: 2.3; m5-HT2A agonist: -2.8; Cardio protect: 0.0; ABHD5 PLIN5 PPI: -0.8; ABCB6 inh 2: 98.0; aDG glyco up: -0.1; hiPSC survival: -2.9; MC4R ag barr: -0.6; MC4R antagonist: 1.6

How did Cc1ccc(C(=O)NNCC(=O)Nc2ccc(Cl)cc2F)cc1 do in these assays?
Exocytosis inh: 1.2; Glyco luc inh: 4.8; m5-HT2A agonist: 3.5; Cardio protect: 4.0; ABHD5 PLIN5 PPI: -2.1; ABCB6 inh 2: 99.0; aDG glyco up: -0.2; hiPSC survival: 4.9; MC4R ag barr: 0.0; MC4R antagonist: -1.4

Results for O=C(CCC(=O)N/N=C/c1ccco1)N/N=C/c1ccco1 ?
Exocytosis inh: -2.3; Glyco luc inh: -0.4; m5-HT2A agonist: 0.6; Cardio protect: 0.3; ABHD5 PLIN5 PPI: -0.2; ABCB6 inh 2: 99.0; aDG glyco up: 0.0; hiPSC survival: -0.7; MC4R ag barr: -1.0; MC4R antagonist: -3.1

How did O=C(CSc1ccc(Cl)cc1)Nc1ccccc1 do in these assays?
Exocytosis inh: -3.1; Glyco luc inh: -3.4; m5-HT2A agonist: 1.2; Cardio protect: -5.7; ABHD5 PLIN5 PPI: 3.4; ABCB6 inh 2: 100.0; aDG glyco up: -0.3; hiPSC survival: -2.8; MC4R ag barr: 1.1; MC4R antagonist: 5.5

How did COc1ccc(/C=N/NS(=O)(=O)c2ccccc2)cc1OS(=O)(=O)c1ccccc1 do in these assays?
Exocytosis inh: -7.9; Glyco luc inh: -0.9; m5-HT2A agonist: -2.2; Cardio protect: -18.0; ABHD5 PLIN5 PPI: 1.7; ABCB6 inh 2: 101.0; aDG glyco up: 0.0; hiPSC survival: 0.6; MC4R ag barr: -0.6; MC4R antagonist: 14.5

What do the screens show for `Cc1nc(NCCc2ccccc2)c(C#N)c(C)c1[N+](=O)[O-]`?
Exocytosis inh: 0.1; Glyco luc inh: -0.8; m5-HT2A agonist: -3.2; Cardio protect: -6.7; ABHD5 PLIN5 PPI: -1.6; ABCB6 inh 2: 98.0; aDG glyco up: 0.0; hiPSC survival: -1.1; MC4R ag barr: 1.2; MC4R antagonist: 2.0

Results for O=C(OCC(O)CN1CCCCC1)C12CC3CC(CC(C3)C1)C2 (stereo not drawn) ?
Exocytosis inh: 0.7; Glyco luc inh: -0.8; m5-HT2A agonist: -3.6; Cardio protect: 3.0; ABHD5 PLIN5 PPI: -0.6; ABCB6 inh 2: 99.0; aDG glyco up: 0.0; hiPSC survival: 0.3; MC4R ag barr: -2.2; MC4R antagonist: 2.5

What do the screens show for `O=C(CCC1CCCC1)Nc1cc(Cl)ccc1N1CCOCC1`?
Exocytosis inh: 10.5; Glyco luc inh: -3.4; m5-HT2A agonist: 5.4; Cardio protect: -1.4; ABHD5 PLIN5 PPI: -1.8; ABCB6 inh 2: 88.0; aDG glyco up: 0.2; hiPSC survival: -0.5; MC4R ag barr: -0.1; MC4R antagonist: 0.2

Results for O=C(NC1=NCCS1)C1CCN(S(=O)(=O)c2ccc(Cl)cc2)CC1 ?
Exocytosis inh: 1.7; Glyco luc inh: 0.8; m5-HT2A agonist: -2.8; Cardio protect: -2.6; ABHD5 PLIN5 PPI: -6.4; ABCB6 inh 2: 100.0; aDG glyco up: 0.3; hiPSC survival: -0.7; MC4R ag barr: -1.6; MC4R antagonist: 8.0

How did O=C1C(=O)N(CCN2CCOCC2)C(c2ccncc2)/C1=C(/O)c1ccc2c(c1)OCO2 (stereo not drawn) do in these assays?
Exocytosis inh: -2.8; Glyco luc inh: -0.1; m5-HT2A agonist: 3.3; Cardio protect: -2.5; ABHD5 PLIN5 PPI: -3.2; ABCB6 inh 2: 93.0; aDG glyco up: -0.2; hiPSC survival: 0.2; MC4R ag barr: 2.5; MC4R antagonist: -0.8

What do the screens show for `Cc1ccc(C)c(NC(=O)C2C3CCCC2C3c2ccccc2)c1` (stereo not drawn)?
Exocytosis inh: 1.8; Glyco luc inh: -1.5; m5-HT2A agonist: -3.5; Cardio protect: -14.5; ABHD5 PLIN5 PPI: -1.4; ABCB6 inh 2: 95.0; aDG glyco up: 0.3; hiPSC survival: 1.8; MC4R ag barr: 0.5; MC4R antagonist: 4.7

How did Cc1ccc(CNc2ccc(Cl)cc2[N+](=O)[O-])cc1 do in these assays?
Exocytosis inh: 3.0; Glyco luc inh: -4.3; m5-HT2A agonist: -3.9; Cardio protect: -11.7; ABHD5 PLIN5 PPI: -2.0; ABCB6 inh 2: 99.0; aDG glyco up: -0.4; hiPSC survival: -1.6; MC4R ag barr: -1.6; MC4R antagonist: -6.6

What do the screens show for `Cc1cc(-c2n[nH]c(=S)n2/N=C/c2cc([N+](=O)[O-])ccc2Cl)n[nH]1`?
Exocytosis inh: 7.9; Glyco luc inh: 7.1; m5-HT2A agonist: 1.5; Cardio protect: -2.2; ABHD5 PLIN5 PPI: 6.2; ABCB6 inh 2: 97.0; aDG glyco up: 0.4; hiPSC survival: 3.1; MC4R ag barr: -0.6; MC4R antagonist: -22.8

Results for CCn1cc(S(=O)(=O)Nc2ccc(C)c(Cl)c2)cn1 ?
Exocytosis inh: -2.1; Glyco luc inh: -0.9; m5-HT2A agonist: 0.2; Cardio protect: 1.6; ABHD5 PLIN5 PPI: -1.7; ABCB6 inh 2: 95.0; aDG glyco up: -0.1; hiPSC survival: -0.4; MC4R ag barr: -2.6; MC4R antagonist: 6.9

How did COc1ccc(NC(=O)CN(c2c(C)cccc2C)S(C)(=O)=O)cc1 do in these assays?
Exocytosis inh: -1.5; Glyco luc inh: -2.0; m5-HT2A agonist: 4.9; Cardio protect: 9.3; ABHD5 PLIN5 PPI: -1.4; ABCB6 inh 2: 101.0; aDG glyco up: 0.0; hiPSC survival: 1.0; MC4R ag barr: 1.7; MC4R antagonist: 2.8

Assay outcomes: PubChem, several laboratories
